From PubChem
Scp1 inh: blocks human Scp-1 phosphatase activity; hit rate 0.88% among 340,000; Recombinant Scp1, phosphopeptide, malachite green phosphate absorbance; inhibition, % at 20 µM; Q9GZU7;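 active = inhibition above about 50% at 20 µM, limit read from the data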;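 also: plate controls were DMSO wells with enzyme for no effect and wells lacking enzyme for full effect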
Target sequence (Q9GZU7 76-261 limits assumed): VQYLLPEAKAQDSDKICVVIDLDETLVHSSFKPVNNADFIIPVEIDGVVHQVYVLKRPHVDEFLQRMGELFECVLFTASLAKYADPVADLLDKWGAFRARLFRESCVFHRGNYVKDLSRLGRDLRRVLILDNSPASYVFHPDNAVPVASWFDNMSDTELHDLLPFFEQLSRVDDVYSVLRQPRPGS
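Material – SCP-1 phosphatase catalytic domain, residues 76-261 · Buffer or medium – Acidic Tris acetate buffer with magnesium and detergent · Also added – Phospho 17-mer peptide substrate · Compound – single 20 µM dose, 1% DMSO · Times – 45 min room-temperature reaction, 5 min colour, 30 min stabiliser · Technique – Phosphate-binding colour reagent, absorbance read at 630 nm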
MsrA inhibitor: bovine MsrA inhibition. hit rate 0.75% among 360,000. inhibition, % at 15.5 µM. purified bovine MsrA, absorbance read-out. AID 651718; in the data active = inhibition above about 4.5%;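 also: 0% = vehicle wells with enzyme and 100% = reference inhibitor wells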
NRP1-CendR mod: modulators of CendR peptide binding to human neuropilin-1 | FAM-RPARPAR peptide binding to NRP-1, fluorescence polarization | inhibition, % at 25 µM | hit rate 0.85% among 360,000 | AID 602438;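 active = inhibition or corrected inhibition above about 18%, plus a signal ratio from 0.5 to 1.5, limit read from the data, passing the limit was not always enough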; also: strong numbers were not always called active
DNMT1 inh: inhibitors of human DNMT1 | hit rate 0.83% among 360,000 | AID 588458 | P26358 | DNMT1 molecular beacon, Hinp1I cleavage, fluorescence | inhibition (reported as % activation of signal), % at 10 µM; in the data active = inhibition above about 50%
LMPTP block: LMPTP (human) inhibition; hit rate 0.22% among 360,000; inhibition, % at 20 µM; AID 651560; recombinant LMPTP-A, OMFP fluorogenic substrate, fluorescence intensity; P24666;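 active = compounds that cut the enzyme signal by at least half of the control window in the single-dose screen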;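 also: plate controls were DMSO wells with enzyme plus substrate for no effect and substrate without enzyme for full effect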
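Assay system: LMPTP-A, protein tyrosine phosphatase of low molecular weight / Medium: pH 6.0 Bis-Tris buffer with DTT and Triton X-100 / Schedule: 50 min enzyme reaction at room temperature, protected from light / Measured by: endpoint fluorescence intensity from OMFP dephosphorylation / Read-out basis: % inhibition relative to no-enzyme and uninhibited control wells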
Tb MetRS inh: Trypanosoma brucei MetRS inhibition. purified T. brucei MetRS, ATP depletion, Kinase-Glo luminescence. hit rate 0.4% among 360,000. inhibition, % at 11.9 µM. AID 624268;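 active = inhibition above a per-plate cutoff of the control wells' mean inhibition plus 3 SD, cut at about 5.5% in these data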;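 also: 0% = DMSO wells median and 100% = median of wells with control inhibitor compound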
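Material: parasite MetRS enzyme / Replication: singlicate, one well per compound / Signal: luminescence of leftover ATP / Schedule: 2 h aminoacylation at 25 °C after 15 min preincubation / Medium: HEPES-MgCl2-KCl buffer plus DTT, spermine, BSA, pyrophosphatase / Doses: 11.9 µM single point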
STEP block: inhibitors of human striatal-enriched phosphatase STEP | P54829 | recombinant STEP, OMFP fluorogenic substrate, fluorescence | inhibition, % at 20 µM | hit rate 0.25% among 360,000 | AID 588621;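 active = inhibition at 20 µM, scaled per plate between control wells, above about 37%, limit read from the data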;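 also: 0% = DMSO with enzyme and substrate and 100% = substrate only without enzyme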
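Assay system: isolated STEP enzyme / Timing: 20 min at room temperature, dark / Doses: 20 µM, 1% DMSO / Technique: fluorescence intensity, excitation 480 nm, emission 540 nm / Reagent: fluorogenic phosphatase substrate OMFP at 25 µM final / Measure: percent inhibition scaled to no-enzyme and uninhibited-enzyme controls, plate-pattern corrected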
eLon inh: inhibits E. coli Lon protease; hit rate 0.42% among 360,000; AID 602123; inhibition, % at 7.94 µM; purified E. coli Lon protease, fluorescence polarization; in the data active = inhibition above about 13%, passing the limit was not always enough;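 also: 0% = enzyme with probe and DMSO and 100% = no enzyme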
Target sequence (P0A9M0 whole entry, looked up): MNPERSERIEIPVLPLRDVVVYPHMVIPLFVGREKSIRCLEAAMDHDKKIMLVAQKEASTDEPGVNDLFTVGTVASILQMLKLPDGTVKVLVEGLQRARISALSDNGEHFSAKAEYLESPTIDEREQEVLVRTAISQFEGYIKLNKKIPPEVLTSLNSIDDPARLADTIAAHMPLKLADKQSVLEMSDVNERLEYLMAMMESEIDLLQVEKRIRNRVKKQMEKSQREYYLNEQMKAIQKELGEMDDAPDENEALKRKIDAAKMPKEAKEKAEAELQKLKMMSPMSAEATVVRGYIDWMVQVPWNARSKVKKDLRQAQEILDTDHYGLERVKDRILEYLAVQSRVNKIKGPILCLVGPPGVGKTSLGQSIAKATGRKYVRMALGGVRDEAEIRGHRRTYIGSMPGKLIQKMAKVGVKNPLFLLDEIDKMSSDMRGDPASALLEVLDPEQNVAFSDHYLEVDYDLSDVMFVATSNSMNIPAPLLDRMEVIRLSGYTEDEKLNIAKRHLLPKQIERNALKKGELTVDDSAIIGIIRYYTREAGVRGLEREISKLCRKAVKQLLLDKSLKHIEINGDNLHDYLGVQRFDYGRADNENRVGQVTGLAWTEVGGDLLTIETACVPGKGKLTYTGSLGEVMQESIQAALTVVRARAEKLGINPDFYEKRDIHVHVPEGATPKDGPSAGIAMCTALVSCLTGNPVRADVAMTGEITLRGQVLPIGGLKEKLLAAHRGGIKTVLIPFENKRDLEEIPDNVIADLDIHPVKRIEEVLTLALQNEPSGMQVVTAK
SUMO1-SIM PPI: modulators of human SUMO1-mediated protein-protein interactions. P63165. SUMO1 binding to a labelled peptide, TR-FRET, 1 h. inhibition, % at 20 µM. hit rate 0.33% among 360,000. AID 602429; in the data active = inhibition above about 37%
Target sequence (P63165 whole entry, looked up): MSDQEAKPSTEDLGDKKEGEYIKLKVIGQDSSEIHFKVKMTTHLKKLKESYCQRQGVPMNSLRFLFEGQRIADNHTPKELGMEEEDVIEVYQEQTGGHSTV
MsrA act: activators of bovine methionine sulfoxide reductase A; hit rate 0.3% among 360,000; activation, % at 10.6 µM; purified bovine MsrA, absorbance read-out; in the data active = activation above about 7.5%;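 also: 0% = vehicle and 100% = reference activator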
Active calls of the source: *; · = no result given.

Scp1 inh	MsrA inhibitor	NRP1-CendR mod	DNMT1 inh	LMPTP block	Tb MetRS inh	STEP block	eLon inh	SUMO1-SIM PPI	MsrA act	SMILES
-5	0.4	9	-4	-0.2	-0.6	2	4	2	-4	Cc1ccc(NC(=O)C(Cc2ccccc2)NC(=O)OCc2ccccc2)cc1C (stereo unspecified)
1	-1.1	5	3	-2.1	0.3	0	-4	-3	-2	O=C(CSc1n[nH]c(=O)n1C1CC1)NCc1ccccc1
3	-0.8	-4	-4	-0.1	-0.1	-1	7	-1	1	CCCCOc1ccc(Cl)cc1CSc1nnc(C)n1N
12	-0.4	11	-5	1.4	-0.7	3	5	-3	-9	COc1ccc(C2NCCc3c2[nH]c2ccccc32)cc1COc1ccc(F)cc1 (stereo unspecified)
-7	0.1	-1	4	0.4	-1.0	-4	3	6	-13	CCn1cc(CCC(=O)NCc2ccccc2OC)c2ccccc21
0	2.1	-9	2	-2.9	0.5	-1	-2	-2	-4	COc1ccc(N(CC(=O)NCCC2=CCCCC2)S(=O)(=O)c2c(C)[nH]c(=O)[nH]c2=O)cc1
-4	-1.1	4	6	-2.5	-0.5	2	1	-2	-5	CSc1nc(C)cc(OCC(=O)n2nc(C)cc2C)n1
8	0.3	-8	3	-0.9	0.6	0	2	-15	-13	CC1=CC(=O)C=C(C)C1=NOC(=O)/C=C\c1ccccc1
-3	1.2	12	0	-0.8	-0.2	0	-1	1	6	Cc1cc(OCc2nnc(SC(C)C(=O)O)n2-c2ccccc2)ccc1Cl (stereo unspecified)
-12	1.1	-8	0	-0.9	-0.5	0	-4	-11	2	O=C(/C=C/c1cccs1)N1CCCC1
-2	1.5	2	0	0.7	-0.7	-1	-4	-2	0	CCN(CC)S(=O)(=O)c1ccc(/C=C/C(=O)OCC#N)cc1
-7	-0.9	-2	-3	0.4	-0.7	-2	2	-1	-5	O=C(N/C(=C/c1cccnc1)C(=O)N1CCOCC1)c1ccccc1
-5	1.3	5	1	-2.2	0.3	-1	1	2	2	CC1CCCC(C)N1C(=O)CCN1C(=O)C2C3C=CC(C3)C2C1=O (stereo unspecified)
-8	-1.3	-7	-4	3.3	-0.3	5	-5	24	-3	Oc1c(Cl)cc(Cl)cc1C(C#Cc1ccccc1)N1CCOCC1 (stereo unspecified)
-10	-0.9	-3	0	-1.3	-0.3	0	-4	0	-3	COC(CNC(=O)C(C)n1nc(C)c2ccccc21)OC (stereo unspecified)
-12	-0.2	6	-6	-0.2	-0.2	-2	-4	-5	-2	COc1ccc(Cc2nc(-c3cccs3)no2)cc1OC
-9	-2.6	0	2	0.0	-0.1	-2	1	2	-6	CC[N+](CC)(CC)C/C(N)=N/O
-11	-0.5	4	-10	1.1	-0.1	-2	-8	-2	-1	O=C(CC1S/C(=N\S(=O)(=O)c2ccc(F)cc2)N(c2ccccc2)C1=O)Nc1ccccc1 (stereo unspecified)
10	0.0	8	0	3.0	1.3	0	8	1	-9	CCN1CCCC1CN(Cc1cc2ccc(C)cc2[nH]c1=O)C(=S)Nc1cccc(OC)c1 (stereo unspecified)
-9	-0.7	0	-6	1.4	0.0	0	-2	-1	0	O=C(CSc1nc2ccccc2nc1N1CCCC1)Nc1ccc(Cl)cc1

An excerpt from above, showing only Scp1 inh:
smiles	Scp1 inh
CC1=CC(=O)C=C(C)C1=NOC(=O)/C=C\c1ccccc1	8
O=C(CSc1nc2ccccc2nc1N1CCCC1)Nc1ccc(Cl)cc1	-9
CCN(CC)S(=O)(=O)c1ccc(/C=C/C(=O)OCC#N)cc1	-2
COc1ccc(C2NCCc3c2[nH]c2ccccc32)cc1COc1ccc(F)cc1 (stereo unspecified)	12
COC(CNC(=O)C(C)n1nc(C)c2ccccc21)OC (stereo unspecified)	-10

Returning to the listing with the 5 entries that preceded the break.
Scp1 inh	MsrA inhibitor	NRP1-CendR mod	DNMT1 inh	LMPTP block	Tb MetRS inh	STEP block	eLon inh	SUMO1-SIM PPI	MsrA act	SMILES
-12	-0.2	6	-6	-0.2	-0.2	-2	-4	-5	-2	COc1ccc(Cc2nc(-c3cccs3)no2)cc1OC
-9	-2.6	0	2	0.0	-0.1	-2	1	2	-6	CC[N+](CC)(CC)C/C(N)=N/O
-11	-0.5	4	-10	1.1	-0.1	-2	-8	-2	-1	O=C(CC1S/C(=N\S(=O)(=O)c2ccc(F)cc2)N(c2ccccc2)C1=O)Nc1ccccc1 (stereo unspecified)
10	0.0	8	0	3.0	1.3	0	8	1	-9	CCN1CCCC1CN(Cc1cc2ccc(C)cc2[nH]c1=O)C(=S)Nc1cccc(OC)c1 (stereo unspecified)
-9	-0.7	0	-6	1.4	0.0	0	-2	-1	0	O=C(CSc1nc2ccccc2nc1N1CCCC1)Nc1ccc(Cl)cc1
-2	0.9	-7	6	-2.5	-0.2	-4	-4	1	-7	CC(=O)Nc1ccc(S(=O)(=O)Nc2ccc(Cl)nn2)cc1
-4	·	-9	0	-1.1	-0.6	1	-5	-3	-5	COc1ccc(NC(=O)c2ocnc2C)cc1OC
-10	0.7	-3	1	-0.4	-0.4	1	-6	4	-5	Cc1ccc(-n2nc3c(c2NC(=O)c2cccs2)CS(=O)(=O)C3)cc1
-3	-1.0	-15	2	-1.8	0.4	0	4	-2	0	CN(Cc1ccccc1)C(=O)c1cnc2n(c1=O)CCS2
-2	1.3	5	2	-0.2	-0.5	1	-14	-5	-4	CC(C)NC(=O)Nc1cccc(Cl)c1
-7	0.2	-4	0	-0.4	-0.1	0	-9	9	-1	COc1ccc(CCN2C(=O)CCC2(C)C(=O)NC2CCCC2)cc1OC (stereo unspecified)
0	-0.5	3	3	-3.1	-0.1	-1	-6	-2	-1	CC(=O)OCC1OC(n2ccc(=O)[nH]c2=O)C(O)C1O (stereo unspecified)
5	1.8	-25	2	3.0	0.4	-4	-4	-17	-3	Cc1ccc2nc(C)c3c(c2c1)N(c1ccccc1)CC3
-11	-1.8	-2	-2	0.8	0.3	3	6	-3	-1	O=c1c2cc(F)ccc2[nH]c(=S)n1Cc1ccc(F)cc1
-5	-0.5	4	4	-0.4	0.2	0	-5	1	-1	CCc1ccc(NC(=O)CSc2nc3ccsc3c(=O)n2CCC(=O)O)cc1
-18	0.0	-22	-3	0.5	-0.7	1	-4	-2	1	COC(=O)c1sccc1NC(=O)CSc1nnnn1-c1ccccc1F
-2	-2.2	-10	1	-0.3	-0.2	10	-2	1	-1	O=C(O)c1csc(Cc2ccccc2)n1
-10	-0.3	11	1	-1.0	-0.5	-2	5	1	-3	CC(=O)Nc1ccc(CC#N)cc1
-11	-0.3	5	-2	2.3	-0.8	-5	0	3	-3	C=C(C)COc1ccc2oc(C)c(C(=O)OCCOC)c2c1
-8	-1.7	14	-1	-1.2	-0.3	-6	1	-1	-8	COc1ccc(OC)c(S(=O)(=O)NCCO)c1
-4	0.2	4	-2	0.0	-0.3	2	-2	1	0	CC12CC3CC(C)(C1)CC(C(=O)Nc1nn[nH]n1)(C3)C2
-6	-0.6	3	-10	2.0	-0.8	-4	-1	2	-14	O=S(=O)(Nc1ccc(O)c(Sc2nc3ccccc3s2)c1)c1ccc(Cl)cc1
-5	1.1	-4	6	3.5	1.3	1	6	-22	-4	Cc1ccc(N=Nc2c(C)[nH]n(C(N)=S)c2=O)cc1C
-6	0.2	4	2	-0.9	-0.9	-4	-3	0	-5	O=C(Nc1cccc2c1CCCC2)c1ccccc1Cl
2	-0.6	-4	-4	1.0	0.2	4	10	-3	1	O=C(Nc1cccc2cccnc12)c1cccnc1
·	0.6	1	·	-0.3	-0.8	·	·	4	·	COC(=O)[C@]12CCCCC=C1N(Cc1ccc3c(c1)OCO3)C(=O)[C@H](CC(=O)N1CCOCC1)C2
-6	-0.1	2	1	-8.8	-1.0	-1	12	-2	-2	COCCn1c(SCc2ccc(OC)c(F)c2)nnc1-c1ccncc1
-3	·	-3	-2	-1.5	-0.9	-1	-3	0	-4	COC(=O)CSc1nnc(CNC(=O)c2cccs2)n1-c1cc(OC)ccc1OC
-5	0.4	-20	23	-1.7	-0.5	1	-4	-5	-5	CC(=O)c1cc(-c2ccccc2)n(CC(=O)Nc2cc(C)cc(C)c2)c1C
-5	0.8	7	6	1.8	-0.8	-1	-10	0	0	Cc1ccc(C)c(NS(=O)(=O)c2ccc3[nH]c(=O)oc3c2)c1
-6	-0.5	-12	1	-0.7	-0.2	-1	-1	7	-2	Cc1cccc(C(=O)OC(C)C(=O)Nc2ccc(S(=O)(=O)Nc3ncccn3)cc2)c1C (stereo unspecified)
-10	-1.1	7	14	-0.6	-0.2	6	2	-8	1	Cc1ccccc1OCC(=O)Nc1cccc2nsnc12
-1	0.3	17	-7	0.6	-0.4	-1	16	-2	-3	Cc1nc(-c2ccc(Cl)cc2)sc1C1(C)CC(c2cccc(F)c2)=NO1 (stereo unspecified)
-7	-0.5	-9	-8	-0.2	0.4	3	-2	-13	1	O=C(O)Cc1ccc(C(=O)c2ccc(Cl)cc2Cl)s1
-2	4.5	-7	3	-0.5	-0.9	-2	-13	-1	-3	COc1ccc(C2=Nn3c(nnc3-c3ccncc3)SC2)cc1
-1	-0.2	10	-7	-0.3	-0.8	-4	0	-4	2	CCOC(=O)c1c(C)n(C)c2ccc(OC)c(NC(=O)CN3CCN(Cc4ccccc4)CC3)c12
-14	-0.4	-13	2	-1.5	-1.0	-3	1	-1	-5	CS(=O)(=O)c1ccc([C@@H](O)[C@@H](CF)NC(=O)C(Cl)Cl)cc1
-6	1.0	-10	17	-1.6	0.5	1	2	4	-13	O=C(O)CCc1nnc(SCC(=O)Nc2ccc(Br)cc2)[nH]c1=O
-2	-0.4	8	-4	-0.2	-0.7	1	1	3	-2	O=C(CSc1nc2c(c(=O)[nH]1)CCCC2)Nc1ccc(Cl)cc1F
-6	-1.9	13	3	0.2	0.0	-3	13	-3	-1	COCCCNS(=O)(=O)c1ccc2c(c1)CCN2C(C)=O

An excerpt from above in order of molecular weight, rising:
Scp1 inh	MsrA inhibitor	NRP1-CendR mod	DNMT1 inh	LMPTP block	Tb MetRS inh	STEP block	eLon inh	SUMO1-SIM PPI	MsrA act	SMILES
-10	-1.1	7	14	-0.6	-0.2	6	2	-8	1	Cc1ccccc1OCC(=O)Nc1cccc2nsnc12
-6	-0.5	-12	1	-0.7	-0.2	-1	-1	7	-2	Cc1cccc(C(=O)OC(C)C(=O)Nc2ccc(S(=O)(=O)Nc3ncccn3)cc2)c1C (stereo unspecified)
·	0.6	1	·	-0.3	-0.8	·	·	4	·	COC(=O)[C@]12CCCCC=C1N(Cc1ccc3c(c1)OCO3)C(=O)[C@H](CC(=O)N1CCOCC1)C2
